Granule exo inh = LAMP-1 surface exposure blockers, TALL-104 cells – cell-based, flow cytometry, MLPCN library, primary screen. TALL-104 LAMP-1 surface exposure; cells stimulated with thapsigargin and PMA. inhibition, % at 10 µM. hit rate 0.66% among 360,000. AID 651702, 2012;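 active = inhibition above about 55%, limit read from the data; inconclusive = no clear call, values can overlap the other calls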
NR2E3 ag-1 = NR2E3 agonists in two-hybrid cells, primary screen, cell-based, luminescence, CHO-S, Gal4-NCOR/VP16-NR2E3; Photoreceptor-specific nuclear receptor (Homo sapiens), Q9Y5X4; luciferase; inhibition of corepressor binding, % at 3.98 µM; AID 602229, 2012; hit rate 0.35% among 360,000;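 active = inhibition above the mean of all tested compounds plus 3 SD, cut at about 70% in these data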;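 also: 0% = DMSO with NR2E3 transfected cells and 100% = cells lacking NR2E3 construct; higher means lower luciferase signal from less NR2E3 corepressor binding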
Target sequence (Q9Y5X4 whole entry, looked up, the tested form may be a part): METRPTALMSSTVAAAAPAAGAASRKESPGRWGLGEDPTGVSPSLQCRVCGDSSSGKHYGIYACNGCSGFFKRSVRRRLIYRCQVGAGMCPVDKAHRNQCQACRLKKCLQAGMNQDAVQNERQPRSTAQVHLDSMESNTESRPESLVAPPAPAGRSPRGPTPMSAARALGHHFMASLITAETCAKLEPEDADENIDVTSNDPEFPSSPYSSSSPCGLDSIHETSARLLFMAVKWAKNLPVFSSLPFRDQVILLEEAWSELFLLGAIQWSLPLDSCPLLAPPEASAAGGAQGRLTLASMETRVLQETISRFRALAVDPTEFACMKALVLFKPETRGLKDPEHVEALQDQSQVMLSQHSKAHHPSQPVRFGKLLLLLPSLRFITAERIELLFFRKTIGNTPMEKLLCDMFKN
HIF-2a block = HIF-2a reporter inhibitors, primary screen, luminescence, 786-0 RCC cells | 786-0 RCC cells HIF-2a reporter, luciferase luminescence, overnight | inhibition, % at 18.8 µM | AID 624352, 2012 | hit rate 0.72% among 360,000;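 active = inhibition of the luminescence signal of 40% or more relative to plate controls, in a single-dose primary screen at 18.75 µM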
PDI turbidity = inhibitors of human PDI, primary screen, biochemical, turbidity, single point, plate reader | inhibition, % at 10 µM | hit rate 0.052% among 350,000 | AID 588391, 2011 | Protein disulfide-isomerase (Homo sapiens), P07237 | PDI insulin aggregation turbidity, A650, 90 min;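 active = mean inhibition across replicates of 30% or more, whatever share of single replicates reach that level; inconclusive = mean inhibition below 30% while every single replicate reaches 30%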;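 also: absorbance from insulin aggregation driven by PDI reduction with DTT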
Target sequence (P07237 whole entry, looked up): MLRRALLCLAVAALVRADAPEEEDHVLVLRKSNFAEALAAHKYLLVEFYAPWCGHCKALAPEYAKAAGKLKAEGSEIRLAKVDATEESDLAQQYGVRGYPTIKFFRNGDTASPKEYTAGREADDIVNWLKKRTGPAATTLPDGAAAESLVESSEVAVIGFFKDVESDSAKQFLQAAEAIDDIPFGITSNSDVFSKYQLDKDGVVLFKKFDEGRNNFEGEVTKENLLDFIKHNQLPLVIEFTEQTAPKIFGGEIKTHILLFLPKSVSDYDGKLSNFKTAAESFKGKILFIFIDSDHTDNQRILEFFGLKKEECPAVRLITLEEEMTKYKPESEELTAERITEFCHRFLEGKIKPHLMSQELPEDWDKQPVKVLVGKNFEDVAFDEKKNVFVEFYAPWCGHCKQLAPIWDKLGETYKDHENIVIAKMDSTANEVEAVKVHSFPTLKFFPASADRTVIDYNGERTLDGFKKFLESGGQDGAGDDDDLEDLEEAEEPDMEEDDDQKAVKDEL
NR2E3 ag-2 = inhibitors of NR2E3-RetCOR corepressor binding, primary screen, NR2E3 agonist project, biochemical, TR-FRET, GST-NR2E3, biotin-RetCOR; 1536-well; hit rate 0.12% among 320,000; inhibition of corepressor binding, % at 4.78 µM; Photoreceptor-specific nuclear receptor (Homo sapiens), Q9Y5X4; AID 2300, 2010;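 active = percent inhibition above the cutoff of mean plus 3 SD of all tested compounds, set per screening campaign, cut at about 20% in these data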;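 also: 0% = DMSO wells and 100% = biotin wells as full block of FRET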
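system = GST-tagged NR2E3 plus biotinylated RetCOR corepressor | input = 1.35 nM GST-NR2E3 | also added = 7 nM biotin-RetCOR | schedule = 5 h incubation at 4 °C | measured by = TR-FRET with europium anti-GST and streptavidin-D2, 340 nm excitation | read-out = percent loss of FRET ratio relative to control wells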
Vif inh = HIV Vif self-association inhibitors, primary screen, imaging, HEK293T, single point. HEK293T cells, Vif self-association by quenched fluorescence, 24 h. inhibition, % at 7.49 µM. hit rate 0.35% among 340,000. AID 602346, 2012; in the data active = inhibition above about 50%, passing the limit was not always enough; inconclusive = no clear call, values can overlap the other calls; inactive = below about 31%; also: some results filed as inactive read as strong as hits
hiPSC survival = enhancers of single-cell hiPSC survival, primary screen, ATPlite luminescence; 100% = ROCK inhibitor wells, 0% = DMSO; survival enhancement, % at 20 µM; hit rate 0.044% among 360,000; in the data active = survival enhancement above about 18%;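 also: cells exposed to compounds for 16 hours before the ATP read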
Peg3 promoter = Peg3 promoter-driven luciferase inhibitors, primary screen, cell-based, HeLa, luciferase luminescence | HeLa PEG-Prom luciferase reporter, overnight | inhibition, % at 20 µM | hit rate 1.7% among 360,000;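 active = inhibition of at least 50% at 20 µM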
CaV13 FRET inh = Primary screen for inhibitors of IQ motif and Ca2+-dependent inactivation inhibitor domain binding in CACNA1D, Förster resonance energy transfer in living cells, … | inhibition, % at 12.3 µM | hit rate 0.098% among 340,000 | HEK cells, CFP/YFP FRET ICDI-IQ, plate reader, 10 min; percent FRET-ratio fall versus neutral wells;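 active = mean replicate inhibition of at least 30% and at least 1% of replicates passing that level; inconclusive = only one of the two criteria is met; inactive = neither criterion is met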;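 also: 0% = median of the neutral control wells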
aDG glyco up = activators of alpha-DG glycosylation, primary screen, uHTS, Pro5-aDG cells, AlphaScreen. alpha-DG glycosylation AlphaScreen (IIH6); 0% Pro5, 100% B10-LARGE cell signal. activation, % at 10 µM. hit rate 0.22% among 360,000. AID 624168, 2012;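 active = activation of at least 8% versus controls, or a plate z-score of at least 8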;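 also: Pro5 are CHO cells carrying HIG-tagged alpha-DG that lacks glycosylation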
TRPM1 prom inh = inhibitors of MITF-dependent TRPM1 promoter reporter, primary screen, cell-based, SK-MEL-5, single point, luciferase | SK-MEL-5 TRPM1 promoter luciferase, 24 h | inhibition, % at 12.5 µM | hit rate 0.83% among 330,000 | AID 488899, 2010;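 active = mean inhibition across replicates of 60% or more, whatever share of single replicates reaches that level; inconclusive = some that reach 60%, reason not given; inactive = mean inhibition across replicates below 60%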; also: values of inactives mirror those of a sister screen read the other way
The depositor's hits bear a star; u = inconclusive; x = not tested or not shown; & = joins results of further samples. The order is random. About 3.5% of those tested had a hit in this group.

Screens in order – hiPSC survival	NR2E3 ag-1	TRPM1 prom inh	Vif inh	HIF-2a block	aDG glyco up	Peg3 promoter	CaV13 FRET inh	PDI turbidity	NR2E3 ag-2	Granule exo inh
(1) Cn1c(=O)c2c(nc(NCC(O)CO)n2CCc2ccccc2)n(C)c1=O (stereo unspecified)
→ 5.3	7	4	0	15	-0.1	6	-2	-8	0	1
(2) CCCn1c(N)c(C(=O)CSc2n[nH]c(-c3ccccc3F)n2)c(=O)n(C)c1=O
→ -0.3	9	7	-2	-10	-0.1	21	-7	-4	1	18
(3) CSc1nnc(CSc2cc(C)nc(N(C)C)n2)o1
→ -0.8	-12	2	-10	21	-0.1	0	-3	1	0	-4
(4) COc1ccc(CCNC(=O)C2(C)CCC(=O)N2CCC(C)C)cc1OC (stereo unspecified)
→ -0.3	-15	3	x	10	-0.3	14	-8	10	1	0
(5) NC(=O)c1ccc(NC(=O)CN2CCN(C(=O)c3ccco3)CC2)cc1
→ 0.8	4	7	17	5	0.1	11	-4	12	-3	1
(6) CC(C(=O)Nc1ccccc1-c1ccccc1)N1CCOCC1 (stereo unspecified)
→ -3.0	21	14	-1	-9	0.0	15	-10	0	0	-3
(7) NS(=O)(=O)c1ccc(NC(=O)COc2ncnc3sccc23)cc1
→ 0.0	-6	8	11	15	0.2	4	-6	-2	0	-2
(8) CCCC(=O)Nc1cccc(NC(=S)NC(=O)C(C)Oc2ccc(Cl)cc2Cl)c1 (stereo unspecified)
→ 1.4	-13	4	-3	5	0.0	5	-15	5	1	1
(9) COc1ccc(CCNC(=O)CSc2n[nH]c(C)c2[N+](=O)[O-])cc1OC
→ 0.6	-28	5	-8	-8	-0.2	5	-6	3	1	2
(10) Cc1cccc(NC(=S)NCCN(C2CCCCC2)C2CCCC2)c1
→ -0.7	-16	-19	1	12	0.0	3	-11	1	3	-8
(11) CCCC(=O)Nc1ccc(NC(=O)c2ccccc2)nc1
→ -0.5	-103	-81	-4	-90	-0.3	-85	2	9	3	4
(12) CCOC(=O)NC1(C(F)(F)F)C(=O)NC(C)=C1C#N (stereo unspecified)
→ -0.6	-7	-1	-12	13	-0.1	14	1	-5	0	-1
(13) Cc1cc(C)n(CC(=O)NNC(=O)COc2ccc(Br)cc2F)n1
→ -0.8	-3	4	-7	13	-0.1	0	-2	-2	x	-2
(14) COCCN(C(=O)c1cc(-c2ccccc2Cl)nc2ccccc12)c1c(N)n(CC(C)C)c(=O)[nH]c1=O
→ 2.5	-11	2	14	17	-0.1	8	-17	26	x	0
(15) CC(=O)Nc1ccc(S(=O)(=O)NCCC(=O)NCCCc2ccccc2)cc1
→ -0.5	14	-10	16	10	0.0	5	-2	-5	1	-9
(16) Cc1ccc(S(=O)(=O)NCC2CCC(C(=O)NCCCN3CCC(C)CC3)CC2)cc1 (stereo unspecified)
→ -1.6	-17	x	1	0	-0.1	16	-15	-5	x	-2
(17) CC(C)=CC1C(C(=O)NCCOc2ccccc2)C1(C)C (stereo unspecified)
→ 0.0	-11	18	-5	6	0.0	16	-5	2	3	16
(18) CC(NS(=O)(=O)c1cn(C)c(=O)n(C)c1=O)c1ccccc1 (stereo unspecified)
→ -0.1	9	0	1	15	0.0	-4	-3	7	1	0
(19) CCCN1CCN(C(=O)C2CCN(S(=O)(=O)c3ccc4c(c3)oc(=O)n4C)CC2)CC1
→ 1.3	-4	-4	10	16	-0.2	10	-6	-2	x	-1
(20) O=C1NCCN(CC2CCN(CCc3ccccc3)CC2)C1=O
→ -2.9	-27	x	-2	-2	0.0	-14	-2	-10	x	0
(21) CCS(=O)(=O)N1Cc2ccccc2CC1C(=O)Nc1cc(S(C)(=O)=O)ccc1Cl (stereo unspecified)
→ -0.3	-25	0	10	-11	-0.2	2	x	2	-4	-2
(22) Cc1cc(NC(=O)CSc2nc3ccccc3[nH]2)n(-c2ccccc2)n1
→ 0.2	1	x	0	15	-0.1	9	-5	-5	7	-6
(23) CC(=O)NCCc1nc2ccccc2n1Cc1ccc(Cl)cc1
→ -0.8	-8	x	-1	6	0.6	21	2	-1	4	-3
(24) Cc1ccc(CNC(=O)/C(C#N)=C/c2ccc(C)s2)cc1
→ 2.0	-8	-8	6	-5	0.1	-22	-4	5	-1	-2
(25) O=C(Nc1ccccc1)C1CC(=O)n2c(nc3ccccc32)N1 (stereo unspecified)
→ 0.6	-15	0	16	8	-0.1	17	-4	0	-2	-4
(26) COc1ccc(NC(=O)CSc2nnnn2C)c([N+](=O)[O-])c1
→ 0.4	-22	-3	5	-7	-0.1	-6	-4	-3	-6	21
(27) COc1cccc(NS(=O)(=O)c2c(C)cc(C)cc2C)c1
→ -0.5	-9	7	1	6	0.3	25	-6	3	2	-2
(28) CN(C)c1cccc(C(=O)N/N=C/c2ccccc2F)c1
→ -0.6	-135	15	-2	-10	0.1	19	-4	-6	-4	0
(29) O=C(CNC(=O)N1CC(=O)Nc2ccccc21)Nc1nccs1
→ -0.4	-9	13	-2	18	0.2	13	-3	1	2	-8
(30) COC(=O)CSc1nnc2c3c4c(sc3nc(-n3nc(C)cc3C)n12)COC(C)(C)C4
→ -1.2	-1	7	-2	8	0.0	8	-6	7	1	3
(31) O=C(Nc1ccc(Oc2ccccc2)nc1)C1CCCCN1Cc1cccc(O)c1 (stereo unspecified)
→ 0.1	-6	12	8	5	0.2	20	-4	2	4	1
(32) COc1ccc2c(c1)CCc1c-2nc2ccccc2c1N1CCOCC1
→ 0.8	-9	-3	-1	-26	-0.3	-13	-3	8	5	3
(33) COc1cccc(OC)c1OCCCSc1nc(C)cc(=O)[nH]1
→ 3.7	-4	-8	u	11	0.1	5	-5	-8	3	-2
(34) O=c1oc(C2(O)CCCCC2)cc2ccc(/C=C/c3ccc(F)cc3)cc12
→ -3.0	-10	-25	x	-27	2.9	-25	-9	-3	5	2
(35) CCOCCCNC(=O)C(c1ccc(Cl)cc1)N1CCN(C(=O)c2ccco2)CC1 (stereo unspecified)
→ 3.0	3	18	13	8	0.0	11	-4	0	-1	-1
(36) CN(C(=O)CSc1nnnn1-c1ccccc1)C1CCCCC1
→ -2.3	-34	-8	-1	-137	0.3	-44	x	-1	-1	4
(37) CCCC(=O)NC(=S)Nc1nc(-c2ccc(OC)cc2)cs1
→ 1.1	-3	4	3	-51	0.0	-7	-8	-18	-1	3
(38) Cc1ccccc1NC(=S)NNC(=O)c1cccc(Br)c1
→ -1.0	-30	-1	x	-238	0.2	-122	-4	6	-2	0
(39) Cc1c(NC(=O)CN2CC(C)OC(C)C2)c(=O)n(-c2ccccc2)n1C (stereo unspecified)
→ -1.3&-0.7	-12&-17	-8&10	16&-3	4&11	-0.1&0.0	-5&10	-6&-10	-45&3	0	-2&-1
(40) COc1c(Cl)cc(-c2noc(C)c2C(=O)NC(C)C)cc1Cl
→ -2.3	8	-8	11	4	0.0	-15	-12	-2	8	-9
(41) CCOC(=O)CC1C(=O)NCCN1C(=O)Nc1ccccc1 (stereo unspecified)
→ 0.8	2	8	0	17	-0.3	2	0	14	-1	-1
(42) CN(C)S(=O)(=O)c1ccc(NC(=O)c2cc3ccccc3o2)cc1
→ 1.5	-44	-50	-8	-330	-0.5	-154	-8	12	-1	3
(43) CC(=O)c1cccc(OCC(=O)N(C)CC(=O)NCc2ccco2)c1
→ 7.3	6	6	x	9	0.2	8	-7	2	x	-8
(44) COc1ccc(CN2CCN(C(C)C)C(CCO)C2)cc1Cn1cncn1 (stereo unspecified)
→ 1.0	-10	-4	2	14	0.1	2	-5	0	0	4
(45) O=C1CCC2=C(CCCC2=O)N1
→ -0.7	-17	14	6	8	-0.2	-4	-6	5	-1	1
(46) CC1Sc2ccc(S(=O)(=O)N3CCC(C(=O)NCC(C)c4ccccc4)CC3)cc2NC1=O (stereo unspecified)
→ -0.5	2	7	10	3	0.4	6	-7	8	-1	2
(47) COc1ccc(N(CC(=O)Nc2cccc(N(C)S(C)(=O)=O)c2)S(=O)(=O)c2ccc(C)cc2)cc1
→ 0.5	-8	3	-1	16	0.6	10	-4	3	0	-1
(48) CCCCNC(=S)NCCN1CCCCC1
→ -0.4	-6	-1	10	5	0.0	0	-4	-10	3	2
(49) CC1Sc2ccc(C#N)cc2N(Cc2cccc(C(F)(F)F)c2)C1=O (stereo unspecified)
→ -2.3	-20	x	-2	20	0.1	18	-4	-4	x	-18
(50) CON(C)c1nc(C2CCCCC2)c2cc(C)ccc2n1
→ -3.0	-4	9	x	13	0.3	20	-2	-7	-1	5

(next part)
Screens in order – hiPSC survival	NR2E3 ag-1	TRPM1 prom inh	Vif inh	HIF-2a block	aDG glyco up	Peg3 promoter	CaV13 FRET inh	PDI turbidity	NR2E3 ag-2	Granule exo inh
(51) O=C(CCCOc1ccc(Cl)cc1Cl)Nc1cc(S(=O)(=O)N2CCOCC2)ccc1N1CCOCC1
→ -1.8	20	2	-18	-16	-0.1	10	-6	4	x	12
(52) CCc1ccccc1NC(=O)NC1CC2CCC(C1)N2Cc1cccs1 (stereo unspecified)
→ -2.8	14	-5	-3	2	0.3	11	x	-7	1	0
(53) Cc1ccc(-c2ccc(CN3C(C)C(=O)N(Cc4cn(CCC5OCCO5)nn4)CCS3(=O)=O)cc2)cc1 (stereo unspecified)
→ -0.3	3	x	1	-10	0.1	-13	-8	4	x	2
(54) C[C@H]1CN([C@@H](C)CO)C(=O)CCCn2nncc2CO[C@H]1CN(C)S(=O)(=O)c1ccc(Cl)cc1
→ -0.6	-4	x	x	-8	1.1	-4	-7	3	x	-1
(55) O=C(CN(C(=O)c1csnn1)c1cccc(C(F)(F)F)c1)NC1CCCC1
→ -0.5	17	-2	12	4	0.0	-6	-6	-9	-2	u
(56) CCOc1ccccc1NC(=S)Nc1ccc(S(N)(=O)=O)cc1
→ -1.3	4	0	-3	13	-0.4	-3	11	6	-2	-1
(57) COCCn1c(-c2ccc(OC)cc2)cnc1N
→ -1.4	-12	-4	u	3	-0.2	-7	x	16	3	-2
(58) N#C/C(=C\c1ccc(-c2cccc([N+](=O)[O-])c2)o1)C(=O)N1CCOCC1
→ 1.2	-33	-5	0	-88	1.0	-49	-3	-8	1	1
(59) CCOC(=O)c1[nH]c(C)c(C(=O)OCc2ccc(C)cc2)c1C
→ -0.4	-20	-11	-7	-12	0.2	7	-3	1	7	-1
